Pf Dd2 growth – Plasmodium falciparum Dd2 growth inhibition; P. falciparum Dd2 growth, SYBR Green, 72 h; Potency, µM (series often up to 28.9 µM), for inactives: top-dose activity, negative = inhibition, usual class: inhibitors; hit rate 4.3% among 120,000; active = well fitted inhibition curve with a large enough effect; inconclusive = small, poorly fitted or top-dose-only effect; inactive = no such curve, though single readings can be large or run the other way;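 also: plate controls were DMSO vehicle for no effect and reference drug for full effect; nearly all actives have a fitted effect of over 65% in size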
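Readout: SYBR Green fluorescence, 485 nm excitation, 535 nm emission, after ~16 h lysis at 37C. Before that, Dd2-infected red cells (2.5% hematocrit) grew 72 h with compound, 29 uM top final concentration.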
Starred values were filed as active, the others as inactive; i = inactive; ? = inconclusive; [ ] = dose if it differs, or a comment. Potency is read from the fitted curve at half-maximal effect.

SMILES	Pf Dd2 growth
O=C(c1ccc2c(c1)OCO2)N1CCC2(CC1)N(c1ccccc1)C(=O)CS2(=O)=O	?
O=C(Nc1ccc(N2CCC(NCC(c3ccncc3)N3CCOCC3)CC2)cc1)C1CCCC1 (stereo not drawn)	-8.9%
Cc1nc(SCC(=O)Nc2ccc(Br)cc2)[nH]c(=O)c1Cc1ccccc1	14.3%
Cc1ccc(CN2CCC3(CCCO3)CCC2=O)c2ccccc12 (stereo not drawn)	i
Cc1ccccc1S(=O)(=O)N1CCC(c2noc(-c3ccccn3)n2)C1 (stereo not drawn)	i[5.79 µM]
COc1ccc(OCC2(C)COc3ccc(C(=O)Nc4ccc(OC)nc4)cc3N2)cc1 (stereo not drawn)	?
Cc1oc2ccn(Cc3ccccc3F)c(=O)c2c1C(=O)NCc1cccc(Cl)c1	?
O=C(Cc1ccccc1)Nc1ccc([C@@H](O)[C@H]2COCC(=O)N2Cc2ccccc2)cc1	?
COc1ccc(CN2C[C@H]3CN(C4CCOCC4)C[C@@]3(C(=O)O)C2)cc1O	5.9%
COC(=O)[C@@H]1Cc2nc[nH]c2CN1Cc1ccc(NC(C)=O)cc1	2.1%[44.1 µM]
COc1cccc(NC(=O)CSc2nc3c([nH]c4ccccc43)c(=O)n2-c2ccccc2)c1	5.62µM*
COCCn1c(C)cnc1CC1CCN(C(=O)C2CC2)CC1	-19.9%
CC1=C[C@@H](CNC(=O)CCCC(=O)O)[C@H](C(C)C)C[C@H]1Cc1nc2ccccc2[nH]1	-19.2%[44.1 µM]
CCc1nnc([C@@H]2CC(F)(F)CN2C(=O)c2coc(C)n2)o1	3.0%
O=[S+]1([O-])NC2(CCN(CC3CC3)C2)COc2ccncc21 (stereo not drawn)	18.3%
O=C(NC1CCCCC1)C1c2ccccc2C(=O)N(Cc2ccccc2)C12CCCC2 (stereo not drawn)	-1.1%
O=C(CCCc1ccccc1)NC1CCN(c2cc(-c3ccccc3)[nH]n2)CC1	-15.6%
O=C(Cc1ccc(O)cc1)N1CC(CNc2ccccc2)C2(C1)CN(c1ccccc1)C2 (stereo not drawn)	?
O=C(c1cc2ccccc2oc1=O)N1CCC2(CCCN(Cc3ccccc3F)C2)C1 (stereo not drawn)	-1.9%
O=C(c1nc2sccn2c1Br)N1CCN(c2ncccn2)CC1	-3.9%
CC(C)N1CCOC[C@H]1c1ncc(-c2ccc(OC(F)(F)F)cc2)[nH]1	-4.9%[44.1 µM]
CC(C)Cn1cc(NC(=O)NCc2ccccc2Cl)c2ccccc2c1=O	?
O=C1[C@@H]2C[C@@H](CN2Cc2ccc3ccccc3n2)Oc2ccccc2N1Cc1ccccc1	-3.1%
Cc1ccc(C)c(OCC(=O)c2ccc3c(c2)N(C(C)C(=O)NCC2CCCO2)C(=O)CO3)c1 (stereo not drawn)	i
Cn1c(=O)oc2cc(NC(=O)CCc3cc4n(n3)CCCNC4)ccc21	-14.5%
CCC(C)NC(=O)C(NC(=O)c1cccs1)C1CCN(S(=O)(=O)c2ccc(OC)cc2)CC1 (stereo not drawn)	i
COC(=O)C1=CN(CC(=O)Nc2cccc(OC)c2)S(=O)(=O)N=C1C	i
c1cc(-c2ccc3c(c2)OCCCO3)n2nc(C3CCC3)nc2n1	-4.6%
CC(=O)Nc1ccc(C2(C(=O)NCc3ccc(F)cc3Cl)CCC2)cc1	-7.9%
O=C(CSc1ncc(CO)n1Cc1ccc(F)cc1)NCc1ccco1	14.5%
COCC(=O)NCc1nc(-c2cccc(F)c2)c(-c2ccccn2)[nH]1	5.0%
COc1cccc(NC(=O)CCC(=O)N2Cc3ccccc3Oc3ncccc32)c1	-1.5%
CCCCc1nc2ccccc2n2c(-c3ccc(OC)cc3)c3c(=O)n(C)c(=O)n(C)c3c12	?
Cc1nn(-c2cccc(Br)c2)c(C)c1[C@@H]1C=C[C@@H](NC(=O)c2cccs2)C1	?
CCc1cccc(NC(=O)CSc2nnc(-c3cc4occc4n3C)n2-c2ccccc2C)c1	-19.6%
CC(C)(C)c1ccc(NC(=O)O[C@@H]2CO[C@H]3[C@@H]2OC[C@@H]3Nc2nccc(-c3ccc4c(c3)OCO4)n2)cc1	?
Cc1cccc(-c2nc(SCC(=O)Nc3cc(C)on3)c3c(=O)n(C)c(=O)n(C)c3n2)c1	11.8%
CNC(=O)c1cc(-c2cccc(OC)c2OC)cc2c1OCCN2Cc1cccnc1	12.6µM*
Cc1cccc(C)c1-n1ncc(C(=O)NCc2ccc3c(c2)OCO3)c1C1CCN(C(=O)OC(C)(C)C)CC1	-31.0%
Cc1ccc(C(C)NC(=O)c2cc(COc3ccccc3)[nH]n2)c(C)c1 (stereo not drawn)	i

Exported with bars between the fields: entries from further up
SMILES | Pf Dd2 growth
Cn1c(=O)oc2cc(NC(=O)CCc3cc4n(n3)CCCNC4)ccc21 | -14.5%
CCC(C)NC(=O)C(NC(=O)c1cccs1)C1CCN(S(=O)(=O)c2ccc(OC)cc2)CC1 (stereo not drawn) | i
COC(=O)C1=CN(CC(=O)Nc2cccc(OC)c2)S(=O)(=O)N=C1C | i
c1cc(-c2ccc3c(c2)OCCCO3)n2nc(C3CCC3)nc2n1 | -4.6%
CC(=O)Nc1ccc(C2(C(=O)NCc3ccc(F)cc3Cl)CCC2)cc1 | -7.9%
O=C(CSc1ncc(CO)n1Cc1ccc(F)cc1)NCc1ccco1 | 14.5%
COCC(=O)NCc1nc(-c2cccc(F)c2)c(-c2ccccn2)[nH]1 | 5.0%
COc1cccc(NC(=O)CCC(=O)N2Cc3ccccc3Oc3ncccc32)c1 | -1.5%
CCCCc1nc2ccccc2n2c(-c3ccc(OC)cc3)c3c(=O)n(C)c(=O)n(C)c3c12 | ?
Cc1nn(-c2cccc(Br)c2)c(C)c1[C@@H]1C=C[C@@H](NC(=O)c2cccs2)C1 | ?
CCc1cccc(NC(=O)CSc2nnc(-c3cc4occc4n3C)n2-c2ccccc2C)c1 | -19.6%
CC(C)(C)c1ccc(NC(=O)O[C@@H]2CO[C@H]3[C@@H]2OC[C@@H]3Nc2nccc(-c3ccc4c(c3)OCO4)n2)cc1 | ?
Cc1cccc(-c2nc(SCC(=O)Nc3cc(C)on3)c3c(=O)n(C)c(=O)n(C)c3n2)c1 | 11.8%

(more compounds)
SMILES	Pf Dd2 growth
Cc1noc(-c2cccc(OC3CN(C(=O)Nc4ccccc4)C3)c2)n1	-0.6%[5.79 µM]
CC(C)c1ccc(NC(=O)c2ccc(CN3CC(=O)N4CCCCC4C3=O)cc2)cc1 (stereo not drawn)	i
Cc1ccc(Cn2ccn(CC(=O)Nc3ccccc3C(F)(F)F)c(=O)c2=O)cc1	20.2%
O=C(N1CCOCC1)N1CCn2c(nnc2C2CCNCC2)C1	41.6%[activator]
CCOc1ccccc1NC(=O)CSc1nc2c(oc3ccccc32)c(=O)n1-c1ccc(F)cc1	?
CN1C(=O)[C@@H]2C[C@@H](CN2C(=O)c2ccccc2)Oc2ccccc21	9.6%[44.1 µM]
NC(=O)CCNC(=O)C1=C[C@@H](NC(=O)c2cccs2)[C@@H](O)[C@H](O)C1	-12.0%[44.1 µM]
CC1CCN(C(=O)c2c(NC(=O)c3ccccc3Cl)sc3c2CCC(C(C)(C)C)C3)CC1 (stereo not drawn)	11.2µM*
O=C(Cn1ccn(-c2ccc(F)cc2)c(=O)c1=O)NCCc1ccccc1	42.0%[activator]
O=C(c1ccccc1)N1CCN(c2cc(-c3ccccc3)[nH]n2)CC1	i
Cc1c(CN2CCC3(CC2)COC(=O)O3)c(=O)n(-c2ccccc2)n1C	11.0%
Cc1cc(C)n(CC(=O)Nc2cc(F)ccc2F)c(=O)c1C#N	-9.1%
COc1cccc(CCC(=O)N2CCC(c3nc(C4CCOCC4)no3)C2)c1 (stereo not drawn)	11.4%
O=C(NC1CC1)c1ccccc1OC1CN(Cc2ccc(F)cc2F)C1	-19.8%
Clc1ccc2nc(N3CCC(NC4CCSC4)CC3)sc2c1 (stereo not drawn)	?
O=C(CSc1nc2ccsc2c(=O)n1Cc1ccccc1F)NCc1ccccc1	-21.3%
Cc1cccc(C2N=C(N)Nc3nc4ccccc4n32)c1 (stereo not drawn)	?
Cc1cccc(NC(=O)c2ccc3c(c2)N(S(C)(=O)=O)CC3)c1C	?
O=C(CCS(=O)(=O)c1cccc2nsnc12)Nc1ccc(F)cc1	-20.4%
COc1cccc(CNC(=O)N[C@@H]2CN(Cc3ccncc3)C[C@H]2CN(C)C)c1	?
CCOc1ccc(C(=O)Nc2ccc(-n3nncc3-c3ccccc3)cc2)cc1OCC	44.0%[activator]
Cc1nc(C)c(C(=O)N2CCN(C(=O)N(C)C)[C@@H]3CS(=O)(=O)C[C@@H]32)s1	3.1%
Cc1ccc(CC(=O)N2CCC(Cc3nc(-c4cnccn4)no3)CC2)cc1	i
CCN(CC)CCNC(=O)c1ccc(Cn2c(=O)c3cccn3c3cccnc32)cc1	?
COc1cc2c(cc1CCc1ccccc1)N(C(=O)C1CCC(C)CC1)CC21CCN(C(C)=O)CC1 (stereo not drawn)	?
Cc1cn2nnc(C(=O)N3CCN(c4ccccc4)CC3)c2c(=O)[nH]1	-5.8%
Cc1ccc(NC(=O)c2sc3nc[nH]c(=O)c3c2C)cc1Cl	-19.5%
O=C(Nc1ccc(F)cc1)N[C@H]1[C@H](O)[C@@H](N2CCN(c3ccccc3)CC2)[C@@H]2OC[C@H]1O2	i
CCOc1nccnc1NC1CCN(C(=O)c2ccnn2CC)CC1	21.1%[5.79 µM]
COc1ccc(C(=O)Cn2c(=O)n3nc(CCn4nc(C)cc4C)nc3c3cc(OC)c(OC)cc32)cc1	?
CC1=NOC2(CCN(C(=O)c3ccccc3)CC2)C1	12.8%[44.1 µM]
COc1ccc(-c2nc(C3CN(C(=O)c4cc(F)cc(F)c4)C3)no2)cc1	1.4%
Cc1cc(=O)n(CC(=O)Nc2ccc(C(C)C)cc2)c(N2CCN(c3ccccc3)CC2)n1	?
Cc1cccc(Cn2c(=O)c(-c3noc(C)n3)c3n(c2=O)CCCCC3)c1	i
O=C(NCC1(O)CCCNCC1)C1(c2ccc(Cl)cc2)CCC1 (stereo not drawn)	-18.8%
CCOc1ccccc1C(=O)N[C@@H]1CN(Cc2cccnc2)C[C@H]1CN(C)C	-36.8%
COc1cc(F)cc(-c2cnc3[nH]cc(CC(=O)N4CCOCC4)c3c2)c1	-34.6%[44.1 µM]
COc1cc2c(cc1OCc1ccncc1)NC(=O)C21CCN(C(=O)c2cccnc2)CC1	i
O=C(Cc1ccc(N(Cc2cccc(F)c2)C(=O)c2ccco2)cc1)NCc1ccccc1	i
O=C(c1cccnc1)N1CCC(c2noc(-c3cnccn3)n2)C1 (stereo not drawn)	72.0%[activator][5.79 µM]
CCOc1cccc(CN(C)C2CCc3nn(CC4CC4)c(=O)n3CC2)c1 (stereo not drawn)	23.9%
Cc1cccc(N2CCN(C(=O)C3CCCN(S(=O)(=O)c4cccc5nsnc45)C3)CC2)c1C (stereo not drawn)	?
COC(=O)c1ccc2c(=O)n(CCCCCC(=O)N3CCN(c4cc(C)ccc4C)CC3)c(=O)[nH]c2c1	i
CO[C@H]1C(=O)N(C2CCN(S(=O)(=O)c3ccc(C#N)cc3)CC2)[C@H]1c1ccncc1	6.2%
COc1ccc(Cl)cc1N(C)C(=O)C(=O)Nc1ccc2nc3n(c(=O)c2c1)CCCCC3	?
Cc1ccc(C)c2c(=O)cc(CN3CCN(CCn4cncn4)CC3)[nH]c12	-5.0%
COCCn1c(C)cnc1CC1CCN(C(=O)c2ccc(OC)nc2)CC1	16.3%
COc1ccccc1N1CCN(C(=O)c2cnc(N3CCCCC3)c3ccccc23)CC1	?
Cc1ccc(CNC(=O)C(=O)NCC(c2cccnc2)N2CCN(c3ccccc3F)CC2)cc1 (stereo not drawn)	?
CC1CCCN(c2csc3ccc(F)cc3c2=O)C1 (stereo not drawn)	16.7%
Next part:
SMILES	Pf Dd2 growth
CCOC(=O)c1cccc(NC(=O)O[C@@H]2CO[C@H]3[C@@H]2OC[C@@H]3n2nnnc2SC2CCCC2)c1	-21.8%
Cn1c(=O)c(=O)n(C)c2cc(N3CCOCC3)c(NS(=O)(=O)c3ccc(Cl)cc3)cc21	2.1%
COc1ccc(-c2nnc3ccc(NCCc4ccccc4)nn23)nc1	?
Cc1ccc(N(CC(=O)Nc2ccc(F)cc2F)S(=O)(=O)c2cccs2)cc1	i
Cc1nc2c(c(-c3ccc(O)cc3)n1)CN(Cc1ccccn1)CC2	5.9%[44.1 µM]
Cn1c(=O)c2c(-c3ccccc3)n(CCCO)cc2n(C)c1=O	3.3%
O=C(C[C@@H]1O[C@H](CNS(=O)(=O)c2ccc(Cl)cc2)[C@@H](O)C1O)N1CCN(c2ccccc2)CC1 (stereo partly drawn)	i
Cc1cccc(C)c1Nc1c(-c2ccc(O)cc2)nc2sccn12	?
O=S(=O)(Nc1nc2n(n1)C(c1ccc(F)cc1)C=C(c1ccccc1)N2)c1ccc(Cl)cc1 (stereo not drawn)	-16.4%
O=C(c1ccc(F)cc1)N1CCCC(CN2CCOCC2)CC1 (stereo not drawn)	-19.1%
Cc1cc(-c2cc3c(cn2)CN(Cc2cccs2)CCN3)ccn1	i
COc1ccc(-c2c(C)nn3c(C(F)(F)F)cc(-c4ccccc4)nc23)cc1OC	-8.1%
Cn1c(=O)n(C)c2cc(CNCc3ccc(C(=O)O)cc3)ccc21	40.5%[activator]
Cc1ccc(OCC(=O)c2ccc3c(c2)N(CCCC(=O)N2CCOCC2)C(=O)CO3)cc1C	i
Cc1nc(C2CC2)ncc1C(=O)N1CCN(C)C2(CCNC(=O)CC2)C1 (stereo not drawn)	9.4%
CCOc1ccc(NC(=O)Cn2c(Nc3cc(C)cc(C)c3)nc(C)cc2=O)cc1	-1.9%
Cc1ccc(Cl)cc1N1CCN(C(=O)c2c(C)oc3ncnc(N4CCOCC4)c23)CC1	i
Cc1cnc(C2CC2)n1CCNC(=O)CN1CCOCC1	9.6%
CCOc1ccc2c(c1)c(=O)c(C(=O)c1ccccc1)cn2Cc1ccccc1	-4.8%
COCCNc1ccc(-c2noc([C@@H]3CCCN3C3CCOCC3)n2)cn1	i

A portion of the library; rates above refer to the full screens.
